AI-2 QS modul = modulates the Vibrio harveyi AI-2 quorum sensing system | Vibrio harveyi JMH597 AI-2 luminescence/OD600 ratio, 9 h; hits give low values; strain lacks LuxN and CqsS sensors; 0 = neutral-control median | activity change, % at 7.5 µM | 300,000 compounds, 0.4% hits | AID 2094; in the data active = activity change below about -75%, passing the limit was not always enough;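 note: luminescence divided by OD600 gain over 9 h not by final OD600 alone; inactives centre near 13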
PolyA inhibitor = blocks polyadenylation in yeast reporter cells; S. cerevisiae SKY197-pL101 polyadenylation reporter, beta-gal luminescence; efflux-impaired pdr1/pdr3 knockout yeast; score 100 = 6 SD above DMSO; calls only at 12 µM; 300,000 compounds, 0.02% hits;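 active = lowest replicate activity score at least 50, where 100 means six control SD above control mean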;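 note: yeast exposed to compound for 9 h at 30 °C; higher score means more reporter readthrough which indicates perturbed polyadenylation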
MrgX1 allo act = allosterically activates human MrgX1 receptor signaling | Q96LB2 | MrgX1-HEK293, Fluo-4 calcium flux, FDSS; hits give high values | B-score at 10 µM | 310,000 compounds, 0.63% hits | AID 588675;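 active = plate-corrected calcium response at least 3 library SD above typical, normal starting fluorescence, not activating the receptor alone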;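 note: compound read alongside a low EC10 to EC30 dose of BAM8-22 agonist; peak minus trough fluorescence over baseline measured at the second addition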
Target sequence (Q96LB2 whole entry, looked up): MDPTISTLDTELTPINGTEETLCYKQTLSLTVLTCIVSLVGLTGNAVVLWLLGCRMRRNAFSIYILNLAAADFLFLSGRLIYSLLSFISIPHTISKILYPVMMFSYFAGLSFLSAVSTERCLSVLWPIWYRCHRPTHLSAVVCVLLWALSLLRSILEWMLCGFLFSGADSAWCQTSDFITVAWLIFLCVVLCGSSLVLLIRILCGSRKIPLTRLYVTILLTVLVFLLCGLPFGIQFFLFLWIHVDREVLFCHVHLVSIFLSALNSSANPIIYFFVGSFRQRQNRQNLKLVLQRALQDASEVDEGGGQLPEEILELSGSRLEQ
TRPC4 block = inhibitors of mouse TRPC4 channel | Q9QUQ5 | HEK293 TRPC4beta/mu-opioid, DAMGO-evoked Fluo4 calcium flux; hits give low values | B-score at 10 µM | 300,000 compounds, 0.39% hits;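 active = B-score over 3 SD under the library average, no early fluorescence shift, positive overall ratio signal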
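Assay system: Stable TRPC4beta/mu-opioid receptor HEK293 cells | Reagent: DAMGO in two steps, submaximal then maximal | Compound dosing: Single concentration per test compound | Signal: Fluo4 Ca2+ flux fluorescence | Evaluation: Per-well B score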
MrgX1 antagonist = blocks BAM8-22 activation of human MrgX1 receptor; MRGX1-HEK293 calcium flux, Fluo-4, BAM8-22 antagonism; hits give low values; B-score at 10 µM; 310,000 compounds, 1.3% hits; AID 588676;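 active = calcium-response B-score plate-corrected more than 3 library SD below zero, starting fluorescence within 5 deviations, no agonist response on first addition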;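 note: peak minus trough fluorescence over baseline after final BAM8-22 challenge near maximal dose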
TRPC4 act = opens the mouse TRPC4 cation channel; Q9QUQ5; HEK293 TRPC4beta/mu-opioid, Fluo4 calcium fluorescence; hits give high values; B-score at 10 µM; 310,000 compounds, 0.49% hits; AID 2237;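 active = B-score above 5 SD of library B-scores, and initial fluorescence ratio not above library mean plus 5 SD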;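 note: positive B-score marks a calcium rise read as TRPC4 activation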
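system = HEK293 cells stably co-expressing mouse TRPC4beta and mu-opioid receptor | schedule = Fluo4 dye loading 45 min at room temperature, 110 s recording | measure = B-scored integrated calcium fluorescence ratio | signal = Fluo4 calcium-sensitive dye fluorescence, kinetic, 1 Hz baseline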
MrgX1 agonist = agonists of human MrgX1 receptor; AID 588627; MrgX1-HEK293 cells, Fluo-4 calcium fluorescence, agonist mode; hits give high values; Q96LB2; 310,000 compounds, 0.44% hits; B-score at 10 µM;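 active = calcium response B-score plate-corrected fluorescence ratio at least 3 library SD, with starting fluorescence B-score inside 5 SD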
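System – MrgX1-expressing HEK293 cells · Incubation – cells plated overnight, dye loaded 0.5 h 37 °C, 0.5 h room temperature · Technique – kinetic Fluo-4 NW fluorescence of intracellular calcium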
TRPC4 potent = TRPC4 (mouse) allosteric potentiation | AID 2227 | Q9QUQ5 | 310,000 compounds, 0.42% hits | HEK293 TRPC4beta/mu-opioid, DAMGO EC20, Fluo-4 Ca2+ flux; hits give high values | B-score at 10 µM;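 active = B-score of calcium response area above 5 SD of library B-scores, with initial fluorescence ratio within 5 SD of library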;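 note: B-score of integrated fluorescence ratio over time as area under calcium response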
TRPC6 act = activators of mouse TRPC6 channel; Q61143; HEK293-TRPC6 membrane potential dye fluorescence; hits give high values; B-score at 10 µM; 310,000 compounds, 0.13% hits;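 active = B-score of the integrated fluorescence ratio above library mean plus 3 SD, and starting fluorescence ratio within library mean plus 5 SD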;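 note: higher score means more depolarization so channel activation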
HIF activator = HIF pathway transcriptional activation; U2OS HRE-luciferase reporter, luminescence; normalized: DMSO 0%, desferrioxamine 100%; activation, % at 7.5 µM (by protocol); 300,000 compounds, 0.32% hits;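 active = mean activation of at least 10% of the iron chelator positive control signal, with at least half of replicates also reaching 10%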
TRPC6 inh = blocks the mouse TRPC6 cation channel; Q61143; HEK293-TRPC6, membrane potential dye, ACh-evoked depolarization; hits give low values; B-score at 10 µM; 310,000 compounds, 1.1% hits;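 active = B-score under library mean minus 3 SD, initial fluorescence not abnormally high, positive integrated signal ratio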;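 note: B-score derived from integrated fluorescence ratio over the kinetic read; more negative B-score means stronger inhibition of depolarization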
Starred values were filed as active, the others as inactive; i = inactive; . = not tested or not shown. Not all compounds are listed, so the mix of outcomes need not match the whole.

Every second line gives: MrgX1 allo act, MrgX1 agonist, TRPC6 act, AI-2 QS modul, MrgX1 antagonist, TRPC4 act, HIF activator, TRPC4 block, PolyA inhibitor, TRPC6 inh, TRPC4 potent
1	CC(CC(=O)Nc1ccc(-c2ccno2)cc1)n1cccn1 (configuration not stated)
  i, i, i, 2.1, i, i, -0.4, i, i, i, i
2	O=C(Nc1cccc(-c2ccc(N3CCOCC3)nn2)c1)c1ccccc1Cl
  i, i, i, 13.7, i, i, 2.4, i, i, i, i
3	COCCN1C(=O)N[C@H](c2cccc(C(F)(F)F)c2)C(C(=O)OC)=C1C
  i, i, i, 7.7, i, i, 0.7, i, i, i, i
4	OC1CCN(Cc2cccc3ccccc23)CC1
  i, i, i, -8.8, i, i, -0.2, i, i, i, i
5	C[n+]1nc(Nc2ccccc2)sc1-c1ccc(O)cc1
  i, i, i, 41.3, i, i, 0.8, i, i, i, i
6	Nc1nc(CCOc2ccc(F)cc2)cs1
  ., ., i, 13.0, ., i, 2.2, i, i, i, i
7	O=C(O)CCC(=O)Nc1ccccc1C(=O)NC1CCCCC1
  i, i, i, 20.1, i, i, -0.2, i, i, i, i
8	Cc1nn2c(C)c(C(=O)Nc3ccccc3)cnc2c1C#N
  i, i, i, 24.9, i, i, 0.0, i, i, i, i
9	CCOC(=O)CC1C(=O)NCCN1S(=O)(=O)c1ccccc1 (configuration not stated)
  i, i, i, 15.1, i, i, 0.1, i, i, i, i
10	COc1ccc(/C=N/NC(=O)c2cccc(NC(C)=O)c2)c(C(=O)O)c1OC
  i, i, i, 12.8, i, i, -0.3, i, i, i, i
11	O=C(CCSc1nc(-c2ccco2)cc(C(F)(F)F)n1)N1CCN(c2ccccc2)CC1
  i, i, i, 32.2, i, i, -0.6, i, i, i, i
12	COc1cc(CN2CCC(n3nccc3NC(=O)CCCc3ccccc3)CC2)ccc1O
  i, i, i, 17.8, i, i, -0.1, i, i, i, i
13	CC1(C)Cc2c(sc3nc4n(-c5ccccc5)cnn4c(=O)c23)CO1
  i, i, i, 9.5, i, i, 0.3, i, i, i, i
14	Cc1cc(Nc2ccccc2)n(CCC#N)n1
  i, i, i, 12.6, i, i, -0.1, i, i, i, i
15	COc1ccc(NC(=O)c2c(C)nn(Cc3ccccc3)c2Cl)cc1S(=O)(=O)N1CCOCC1
  i, i, i, 17.5, i, i, 0.3, i, i, i, i
16	Cc1cc2c(cc1S(=O)(=O)N1CCN(c3ccccc3F)CC1)OCC(=O)N2
  i, i, i, 10.4, i, i, -0.2, i, i, i, i
17	O=C(COc1ccc(-c2ccccc2)cc1)N/N=C/c1cc(O)ccc1Br
  i, i, i, 25.3, i, i, -0.2, i, i, i, i
18	OCC(O)CSc1nc(-c2ccccc2)nc2c1CCC2 (configuration not stated)
  i, i, i, 29.2, i, i, -0.5, i, i, i, i
19	COCCNC(=S)Nc1ccc2[nH]c(=O)[nH]c2c1
  i, i, i, 11.4, i, i, 0.0, i, i, i, i
20	CC1CC(C)CN(Cc2nc3c(c(=O)n(C)c(=O)n3C)n2CCN2CCOCC2)C1 (configuration not stated)
  i, i, i, 26.2, i, i, 0.0, i, i, i, i
21	Cc1cccc(Cn2c(N3CCN(C)CC3)nc3c2c(=O)n(C)c(=O)n3C)c1
  i, i, i, 1.9, i, i, -0.8, i, i, i, i
22	O=C(C1CC(=O)N(c2ccc(Cl)cc2)C1)N1CCN(Cc2ccc3c(c2)OCO3)CC1 (configuration not stated)
  i, i, i, 14.8, i, i, -0.8, i, i, i, i
23	Cc1c(C(=O)O)[nH]c2c1C(=O)CC(c1ccc(Cl)cc1)C2 (configuration not stated)
  i, i, i, 28.1, -4.51*, i, -0.2, i, i, i, i
24	C/C(=N\Nc1ccc(C#N)cc1[N+](=O)[O-])c1ccc(O)cc1
  i, i, i, 11.3, i, i, 0.1, i, i, i, i
25	O=C(COc1ccc(Cl)cc1Cl)NC(=S)Nc1ccc(CN2CCOCC2)cc1
  i, i, i, 15.3, i, i, -0.2, i, i, i, i
26	COc1ccc(C(=O)N2CCN=C2SC)cc1
  i, i, i, 29.9, i, i, -0.7, i, i, i, i
27	COc1cccc(CNC(=O)CN(C)S(=O)(=O)c2ccc3c(c2)c(=O)n(C)c(=O)n3C)c1
  i, i, i, -6.5, i, i, -0.3, i, i, i, i
28	COc1ccc(CCC(=O)Nc2nc3ccccc3[nH]2)cc1OC
  i, i, i, 21.5, i, i, 0.7, i, i, i, i
29	O=C(NCc1ccc2c(c1)OCO2)C1CCCN1C(=O)Nc1ccccc1 (configuration not stated)
  i, i, i, 7.0, i, i, -0.4, i, i, i, i
30	COP(=O)(OC)c1nc(-c2cccc3ccccc23)oc1NCc1ccccc1
  i, i, i, 20.5, i, i, -0.2, i, i, i, i
31	CCOC(=O)C1(C)NC(c2cccc(C)c2)C2C(=O)N(c3ccccc3)C(=O)C21 (configuration not stated)
  i, i, i, 4.7, i, i, -0.3, i, i, i, i
32	Cc1ccc(Cn2ncc3c(N4CCN(C5CCCC5)CC4)ncnc32)cc1
  i, i, i, 8.6, i, i, 0.0, i, i, i, i
33	O=C(COc1ccc(Cl)cc1Cl)N/N=C/CCc1ccccc1
  i, i, i, 17.5, i, i, 10.5*, i, i, i, i
34	OC(CNCc1ccncc1)c1ccccc1 (configuration not stated)
  i, i, i, 4.8, i, i, -10.9, i, i, i, i
35	COc1ccc(O)c(C(=O)c2cnn(-c3ccccc3)c2)c1
  i, i, i, 6.7, i, i, 2.4, i, i, i, i
36	Cc1ccc(C(=O)N/C(=C/c2cccs2)C(=O)NCCCn2ccnc2)cc1
  i, i, i, -5.9, i, i, -0.2, i, i, i, i
37	CCOc1ccc(S(=O)(=O)N(CC(=O)Nc2cccnc2)c2ccc(F)cc2)cc1
  i, i, i, -9.0, i, i, -0.6, i, i, i, i
38	CCc1nc2nc(C)c(NS(=O)(=O)c3ccc(Cl)s3)c(=O)n2[nH]1
  i, i, i, ., i, i, 0.0, i, i, i, i
39	COc1ccc(-c2nc(CN3CCC(C(=O)N4CCOCC4)CC3)c(C)o2)c(OC)c1
  i, i, i, 10.4, i, i, -0.3, i, i, i, i
40	O=C1c2cccc3cccc(c23)C(=O)N1OS(=O)(=O)c1ccc(Br)cc1
  i, i, i, 19.2, i, i, -0.7, i, i, i, i
41	Cc1cc(C)c2c(c1)cc(C)c1nnc(SCC(=O)Nc3ccccc3N3CCOCC3)n12
  i, i, i, 11.7, i, i, 0.4, i, i, i, i
42	CCN1C(=O)CC(N2CCN(CC(=O)NC(C)C)CC2)C1=O (configuration not stated)
  i, i, i, 14.1, i, i, 0.0, i, i, i, i
43	Cc1ccc(-c2noc(CCCC(=O)NC3CCCCC3)n2)cc1
  i, i, i, 19.3, i, i, -2.7, i, i, i, i
44	CCCCNC(=S)N/N=C/c1ccc(C#N)cc1
  i, i, i, -1.5, i, i, 0.0, i, i, i, i
45	CCCCc1nnc(NC(=O)CSc2nc(O)c(Cc3ccccc3)c(=O)[nH]2)s1
  i, i, i, 42.0, i, i, -0.4, i, i, i, i
46	COc1ccc(/C=N\NC(=O)c2ccc(Cn3cc(Br)c([N+](=O)[O-])n3)o2)c(OC)c1C
  i, i, i, 17.0, i, i, -0.1, i, i, i, i
47	Cc1ccc(CC2SC(N=C(N)N)=NC2=O)cc1 (configuration not stated)
  i, i, i, 27.3, i, i, -25.6, i, i, i, i
48	CCc1nc(N)c(C#N)c(-c2cccnc2)c1C
  i, i, i, 5.2, i, i, 0.8, i, ., i, i
49	CCOC(=O)C1(Cc2ccccc2C)CCCN(C(=O)c2sccc2C)C1 (configuration not stated)
  i, i, i, 24.8, i, i, 1.1, i, i, i, i
50	COc1ccc(NC(=O)CSc2nnc(Cc3cccs3)n2C)cc1
  i, i, i, 20.3, i, i, 0.2, i, i, i, i

(cont.)
Every second line gives: MrgX1 allo act, MrgX1 agonist, TRPC6 act, AI-2 QS modul, MrgX1 antagonist, TRPC4 act, HIF activator, TRPC4 block, PolyA inhibitor, TRPC6 inh, TRPC4 potent
51	Cc1nccn1CC(O)COc1ccc(Cl)cc1Cl (configuration not stated)
  i, i, i, ., i, i, -1.4, i, i, i, i
52	CCOC(=O)N1CCN(C(=O)c2ccc3c(c2)N(Cc2ccc(F)cc2)CCS3)CC1
  i, i, i, 19.8, i, i, -0.1, i, i, i, i
53	CC(C)CCN1CCN(CC(c2ccccc2)c2ccccc2)CC1CCO (configuration not stated)
  i, i, i, 10.0, i, i, -0.7, i, i, i, i
54	CC1(C)N=C(N)N=C(N)N1c1cccc(C(=O)O)c1
  i, i, i, 20.0, i, i, -0.3, i, i, i, i
55	c1ccc2c(CSCCc3ccncc3)cccc2c1
  i, i, i, -5.5, i, i, 1.0, i, i, i, i
56	Cc1ccc(C(=O)NCCNS(=O)(=O)c2ccccc2[N+](=O)[O-])cc1
  i, i, i, 17.6, i, i, -15.9, i, i, i, i
57	COc1ccccc1OCCOc1ccc(/C=N/n2cnnc2)cc1
  i, i, i, 7.7, i, i, -0.1, i, i, i, i
58	COc1cccc(-c2cc(C(F)(F)F)nc(N3CCCCC3)n2)c1
  i, i, i, 21.9, i, i, -1.1, i, i, i, i
59	O=C(NC(=S)Nc1ccc(S(=O)(=O)Nc2ncccn2)cc1)c1cccc(Br)c1
  i, i, i, 19.5, i, i, -0.9, i, i, i, i
60	Cc1ccc(-n2c(C)nnc2SC(C)C(=O)N2CCCC2)cc1 (configuration not stated)
  i, i, i, 29.1, i, i, 2.5, i, i, i, i
61	O=C(c1ccc(Cl)cc1)C1CCN(CC(=O)N2CCCCC2)CC1
  i, i, i, 3.0, i, i, -0.9, i, i, i, i
62	CCOCCn1ccc2c(OCC(=O)Nc3ccccc3F)cccc2c1=O
  i, i, i, 22.9, i, i, 0.7, i, i, i, i

Source: PubChem
